PI4K2A block: blocks human PI4K2A kinase activity; Q9BTU6; purified PI4K2A, ADP-Glo luminescence, 1 h; hits give low values; activity change, negative = inhibition, % at 76.9 µM; 420,000 tested, 0.13% active; AID 1346378; in the data active = activity change below about -50%; inconclusive = mostly about -30% to -49%;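 also: -100% = wells without enzyme as full effect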
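In this quantitative HTS, ADP production by PI4K2A was quantified luminescently after 1 h at ambient temperature; 100 microM adenosine served as plate-quality control.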
TrxR1 substrate: substrates of rat thioredoxin reductase 1. purified TrxR1 substrate turnover, NADPH consumption readout. Potency, µM (top dose mostly 114 µM), inactives show at the highest dose activity change, negative = substrate turnover. AID 588456. O89049. 390,000 tested, 0.01% active; also: potency is read from the fitted curve at half-maximal effect; % is scaled to controls: 0 for no effect and ±100 for the full control effect; nearly all actives have a fitted effect of over 50% in size
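Rat TrxR1, dispensed at 90 nM, was prereduced with 400 uM NADPH (final) for 5 min at ~22 deg C, then incubated with compound 15 min before 400 uM selenite. A first-read NADPH fluorescence drop versus no-compound background flagged substrates.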
rTrxR1 inhibitor: inhibitors of rat thioredoxin reductase 1; Potency, µM (highest dose often 114 µM), for inactives: at the top dose activity change, negative = inhibition, usual class: inhibitors; O89049; recombinant rTrxR1, NADPH fluorescence consumption, selenite substrate; 390,000 tested, 1% active; also: potency is read from the fitted curve at half-maximal effect; % is scaled to controls: 0 for no effect and ±100 for the full control effect; nearly all actives have a fitted effect of over 65% in size
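Rat TrxR1 (90 nM in the dispensed reagent) was pre-reduced with 400 uM NADPH for 5 min at room temperature, then incubated with compound for 15 min. After 400 uM selenite was added, NADPH fluorescence (Ex 340/Em 450 nm) was followed for 8 min.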
D2 agonist: agonists of human D2 dopamine receptor; P14416; HEK293 T-REx D2 cells, calcium flux agonist mode; activation, % at 2 µM; 340,000 tested, 0.53% active;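 active = activation over 3 SD above normal in the single-dose calcium agonist read, cut at about 30% in these data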; also: 0% is about no effect
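Calcium-flux readout, 1 cycle/sec over 180 s following compound pin transfer, in inducible HEK293 Trex D2 cells (force-coupled); dopamine controls included. Positive calcium responses during this window marked compounds as potential agonists.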
TRHR enhancer: allosteric enhancers of human TRH receptor | TRHR cells, fluo-8 calcium fluorescence, EC20 TRH enhancement | 360,000 tested, 0.66% active | P34981 | enhancement, % at 2 µM | AID 493056; in the data active = enhancement above about 30%; also: 0% is about no effect
Target sequence (P34981 whole entry, looked up): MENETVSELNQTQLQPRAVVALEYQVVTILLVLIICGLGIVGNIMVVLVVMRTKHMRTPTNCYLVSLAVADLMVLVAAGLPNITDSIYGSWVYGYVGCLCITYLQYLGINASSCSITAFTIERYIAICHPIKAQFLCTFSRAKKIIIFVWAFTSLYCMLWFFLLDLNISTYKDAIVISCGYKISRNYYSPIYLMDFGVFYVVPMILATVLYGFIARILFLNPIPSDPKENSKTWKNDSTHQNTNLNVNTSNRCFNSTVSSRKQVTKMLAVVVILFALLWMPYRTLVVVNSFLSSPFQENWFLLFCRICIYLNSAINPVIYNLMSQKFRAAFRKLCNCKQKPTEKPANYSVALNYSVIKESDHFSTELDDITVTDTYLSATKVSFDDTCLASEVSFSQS
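Enhancer read-out: after compound pinning and an initial kinetic agonist-mode read, an EC20 of TRH (10 nM final) was injected and fluo-8 calcium signal (Ex 480/Em 530) followed at 1 s/cycle for 100 cycles in TRHR-expressing cells.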
TRHR agonist: agonists of human TRH receptor; TRHR cells, calcium flux fluo-8, FDSS agonist mode; 360,000 tested, 0.18% active; AID 493084; activation, % at 2 µM; in the data active = activation above about 30%; also: 0% is about no effect
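Steps: seed TRHR cells overnight; add fluo-8 no-wash Ca dye, RT 30 min–1.5 h; record 10 s baseline; pin-transfer compounds; monitor fluorescence 1 cycle/s for the agonist window. Calcium increases flag candidate agonists.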
USP1-UAF1 inh: USP1/UAF1 (human) deubiquitinase inhibition | AID 743255 | Potency, µM (highest dose often 57.1 µM), inactives show at the highest dose activity change, negative = inhibition, most hits filed as inhibitors | 390,000 tested, 0.23% active | recombinant USP1/UAF1, Ub-Rhodamine cleavage fluorescence | O94782; also: potency is read from the fitted curve at half-maximal effect; % is scaled to controls: 0 for no effect and ±100 for the full control effect; nearly all actives have a fitted effect of over 60% in size; inactives centre near -12
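In this screen, compounds sit with the deubiquitinase complex (1nM) for 15 min at room temperature before Ub-Rho is added at 150nM final. Fluorescence rise is then followed for 6 reads every 60 seconds.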
D2 antagonist: antagonists of human D2 dopamine receptor; 340,000 tested, 2% active; P14416; inhibition, % at 10 µM; HEK293 TREx D2 cells, calcium flux, dopamine EC80; in the data active = inhibition above about 30%; also: 0% is about no effect
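Read-out: kinetic calcium fluorescence (1 cycle/s) in inducible HEK293 T-REx D2 cells after an EC80 dopamine addition that followed 180 s compound preincubation. Loss of the dopamine response indicates antagonism.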
IDH1 R132H inh: human IDH1 R132H inhibition; O75874; IDH1-R132H enzyme, NADPH consumption, diaphorase/resazurin fluorescence; Potency, µM (doses to about 76.6 µM), inactives show top-dose activity change, negative = inhibition, most hits filed as inhibitors; 390,000 tested, 0.093% active; also: potency is read from the fitted curve at half-maximal effect; % is scaled to controls: 0 for no effect and ±100 for the full control effect; nearly all actives have a fitted effect of over 65% in size
Target sequence (O75874 whole entry R132H, stated change not applied): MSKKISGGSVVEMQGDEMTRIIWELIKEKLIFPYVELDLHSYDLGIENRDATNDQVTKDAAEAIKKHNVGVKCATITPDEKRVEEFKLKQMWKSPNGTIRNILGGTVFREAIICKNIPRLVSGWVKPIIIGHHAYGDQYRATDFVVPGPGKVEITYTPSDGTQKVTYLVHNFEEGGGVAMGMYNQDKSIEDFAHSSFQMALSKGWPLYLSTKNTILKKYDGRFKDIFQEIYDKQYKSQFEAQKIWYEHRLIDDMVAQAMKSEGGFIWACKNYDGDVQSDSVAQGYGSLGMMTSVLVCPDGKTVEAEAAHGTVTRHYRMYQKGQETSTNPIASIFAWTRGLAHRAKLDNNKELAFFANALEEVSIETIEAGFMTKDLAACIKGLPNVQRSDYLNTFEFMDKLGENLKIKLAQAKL
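IDH1-R132H (0.5 ug/mL) preincubated 30 min with compound, then NADPH (0.016 mM) and alpha-KG (2 mM) added; 80 min at RT, pH 7.5. Remaining NADPH coupled via diaphorase/resazurin to fluorescence (540/590 nm); concentration-response curves normalized to no-enzyme control.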
An asterisk follows results filed as active; ? = inconclusive; . = no result given; & = joins results of further samples; [ ] = remark or other dose. Unless noted, calls follow the shape of the dose curve; as a rule, active = well fitted inhibition curve with a large enough effect; inconclusive = small, poorly fitted or top-dose-only effect; inactive = no such curve, though single readings can be large or run the other way.

#	SMILES	PI4K2A block	TRHR enhancer	TRHR agonist	D2 antagonist	TrxR1 substrate	D2 agonist	rTrxR1 inhibitor	IDH1 R132H inh	USP1-UAF1 inh
1	O=C(O)/C=C/C(=O)Nc1ccccc1C(=O)Nc1ccccc1	5	-4	0.4	-11	-2%	0.1	40µM*	20%	-11%
2	COc1ccc(NC(=O)C2CCN(S(=O)(=O)c3cccs3)CC2)cc1OC	-2	0	0.2	-4	1%	0.4	10%	-7%	-23%
3	CC(C)(C)NC(=O)NC12CC3CC(CC(C3)C1)C2	3	6	0.7	9	1%[57.1 µM]	-0.6	17%[57.1 µM]	22%	-7%
4	CC1(C)c2ccccc2C(=O)c2ccccc21	5	.	.	.	9%[57.1 µM]	.	15%[57.1 µM]	0%	-19%
5	Cc1cc(C)c(NC(=O)CSc2nccn2C)c(C)c1	2	1	-0.2	-5	-8%	1.4	-4%	3%	1%
6	CC(=O)Oc1ccc2ccc(=O)oc2c1	0	-4	-0.1	-5	58%[activator]	-0.1	?	-6%	15%
7	Cc1cc(C)cc(OCCn2nnc3ccccc32)c1	6	3	0.8	-9	1%	-1.7	11%	3%	-17%
8	O=S(=O)(c1cnc(Cl)c(Br)c1)N1CCCCCC1	1	3	-0.4	-4	-6%	-0.2	-13%	1%	-4%
9	O=C(NCCOCCn1c(=O)oc2ccccc21)Nc1ccc(Cl)cc1	-1	-6	-1.3	.	-3%	-1.0	12%	15%	-20%
10	Cc1ccc(N2C(=O)N(CC(=O)Nc3ccc(C)cc3C)C(=O)C2C)cc1 (configuration not stated)	6	-9	-0.9	1	1%[57.1 µM]	-0.5	12%[57.1 µM]	-3%	-26%
11	Fc1ccccc1N1CCN(CC2CC3C=CC2C3)CC1 (configuration not stated)	-4	2	0.2	74*	6%	79*	29%	0%	6%
12	CCC(C)Nc1nc(-c2cccc(OC)c2O)nc2ccccc12 (configuration not stated)	3	-5	-0.6	9	0%	5.3	0%	4%	?
13	Cc1ccccc1-n1c(O)cc(=O)[nH]c1=S	0	-2	0.5	1	10%	-0.5	?	8%	-19%
14	CC(C)CCOc1cccc(OCC(=O)Nc2ccncc2)c1	7	-4	0.8	-2	2%	-0.5	9%	-13%	-12%
15	Cc1cc(C)n(CC(=O)N2CCCC(N3CCN(c4ccc(F)cc4)CC3)C2)n1 (configuration not stated)	1	7	-0.4	21	-10%	-0.2	-9%	7%	5%
16	CN(C)c1ccc(C(CC(=O)O)C(=O)O)cc1 (configuration not stated)	-11	-11	0.6	.	7%[57.1 µM]	.	-1%[57.1 µM]	-2%	-7%
17	COc1ccc(NC(=O)C2CCN(S(=O)(=O)c3ccc4[nH]c(=O)ccc4c3)CC2)c(OC)c1	4	10	0.2	.	-15%[57.1 µM]	0.2	-23%[57.1 µM]	9%	-35%
18	CN(CC(=O)Nc1cccc(F)c1)C(=O)c1ccc(-c2cccc(C(F)(F)F)c2)o1	-1	9	-0.3	19	-7%	-0.2	-31%	7%	-21%
19	COC(=O)[C@@]12CCCCN1[C@H](c1ccc(-c3ccc(C(C)=O)cc3)c(OC)c1)[C@@H]1C(=O)N(C)C(=O)[C@@H]12	4	-2	0.6	-8	-3%	1.9	19%[57.1 µM]	-19%	-30%
20	O=C(N/N=C/c1ccccn1)c1ccc(NC(=O)c2cccc([N+](=O)[O-])c2)cc1	-23	12	-1.2	2	-18%[57.1 µM]	-0.6	27%[57.1 µM]	0%	-5%
21	CC1CCN(C(=O)CSc2nnc(CNc3ccc(F)cc3)n2Cc2ccco2)CC1	-5	-1	0.0	-3	-4%	-0.4	?	0%	-6%
22	Cc1nc2ncnn2c(N2CCC(C(=O)NCC3CCCO3)CC2)c1Cc1ccccc1 (configuration not stated)	3	.	.	.	-3%	.	14%	3%	-5%
23	COC(=O)c1cc(OC)c(OC)cc1NC(=O)c1cccc(C)c1	-1	-2	-1.2	-5	92%[activator]	0.1	10%	-1%	0%
24	Cc1[nH]c2ccccc2c1C(=O)C(=O)N1CCOCC1	-13	1	0.2	-3	-2%	0.1	15%	6%	-23%
25	Oc1ccc(Cl)cc1Nc1nc2ccccc2n2cnnc12	1	-6	-0.1	.	3%	0.1	15%	-6%	-24%
26	COc1ccc(Nc2nc(NCc3ccco3)nc(N3CCOCC3)n2)cc1	-9	3	0.3	-4	-1%	2.9	-1%	1%	-9%
27	COc1cc(S(=O)(=O)Nc2cccc(C)c2)ccc1NC(=O)c1ccncc1	5	-5	-0.5	-3	9%[57.1 µM]	0.0	14%[57.1 µM]	6%	-19%
28	CCOc1ccc(OCCC(=O)OCC(=O)Nc2cc(OCC)c(N3CCOCC3)cc2OCC)cc1	6	2	0.0	14	6%	-0.3	15%	14%	-19%
29	COc1ccc(Nc2c(-c3ccco3)nc3ccc(C)cn23)cc1	10	-6	1.5	2	6%	0.5	-9%	-4%	-22%
30	COc1cccc(/C=C(/CC(=O)Nc2ccc(N3CCOCC3)cc2)c2nc3ccccc3s2)c1	-3	4	-0.6	0	-15%	-0.1	-19%	-4%	-14%

As entered above.
Result of compound 18 under rTrxR1 inhibitor: -31%
Result of compound 6 under USP1-UAF1 inh: 15%
Result of compound 2 under TrxR1 substrate: 1%
Result of compound 11 under IDH1 R132H inh: 0%
Result of compound 17 under PI4K2A block: 4

More compounds:
#	SMILES	PI4K2A block	TRHR enhancer	TRHR agonist	D2 antagonist	TrxR1 substrate	D2 agonist	rTrxR1 inhibitor	IDH1 R132H inh	USP1-UAF1 inh
31	CC(=O)c1ccc(NC(=O)NC2CCCCCCC2)cc1	-3	2	0.9	11	-1%	0.9	-2%	-9%	-22%
32	O=C(NC1CCCCC1)C(c1cccnc1)N(C(=O)c1csnn1)c1ccc(F)cc1 (configuration not stated)	2	11	0.2	6	5%[57.1 µM]	1.5	24%[57.1 µM]	8%	-11%
33	Cc1ccc(S(=O)(=O)/N=C2\C=C(Nc3ccc(O)cc3)C(=O)c3ccccc32)cc1	?	.	.	.	-11%	.	?	19%	11µM*
34	NC(=O)NC(=O)c1nccnc1C(=O)O	2	-5	-1.0	26	2%[57.1 µM]	-1.5	12%[57.1 µM]	6%	-15%
35	O=C(OCc1nc2ccc(Cl)cc2n1CCO)c1ccc(O)cc1	-2	0	0.8	-7	-3%	-0.3	11%	10%	-14%
36	CN(C)S(=O)(=O)c1cccc(NC(=O)c2cc3c(cc2Cl)N2CCCCCC2=NS3(=O)=O)c1	-1	-1	0.6	-1	2%[57.1 µM]	0.2	9%[57.1 µM]	5%	-12%
37	CCc1ccc(-c2nc(CS(=O)CC(=O)NCc3ccc4c(c3)OCO4)c(C)o2)cc1 (configuration not stated)	3	4	0.5	-8	5%	-1.7	?	-10%	-17%
38	O=C(Cc1cccc(NC(=O)C2CCN(C(=O)CCc3ccccc3)CC2)c1)Nc1cccc(C(=O)N2CCCC2)c1	-3	-8	0.5	-19	11%[57.1 µM]	0.9	26%[57.1 µM]	4%	-26%
39	CC(C)OC(=O)c1cc2ccccc2oc1=O	-2	.	.	.	22%	.	11%[57.1 µM]	3%	-12%
40	COc1ccc(C(=O)CSc2ncnc3nc[nH]c23)cc1	2	2	0.1	10	0%[57.1 µM]	0.6	2%[57.1 µM]	-8%	-10%
41	Cc1ccc2c(c1)NC(=O)C(CC(=O)NCCCN1CCCCC1)O2 (configuration not stated)	-2	-10	0.2	9	6%	0.2	2%[57.1 µM]	-1%	-18%
42	Cc1cccc(N2CCN(C(=O)CCS(=O)(=O)c3ccc4c(c3)oc(=O)n4C)CC2)c1C	5&-15	4&-4	-0.9&-1.5	15	-2%&0%	3.5&-0.3	3%&16%	-7%&30%	-1%&-3%
43	CC(=O)N/C(=N/c1nc(C)cc(C)n1)Nc1ccc(F)cc1F	1	-9	-0.2	-1	13%[57.1 µM]	0.3	22%[57.1 µM]	3%	-14%
44	COc1ccc(N2C(=O)CC(SCCc3nc4ccccc4[nH]3)C2=O)cc1 (configuration not stated)	3	-3	-0.4	-4	7%	-0.4	18%	-2%	1%
45	Cc1ccc(C(=O)N/C(=C/c2cccc([N+](=O)[O-])c2)C(=O)NCC2CCCO2)cc1 (configuration not stated)	-2	-1	-2.4	-2	-2%	0.1	11%	-6%	-17%
46	O=C(NCCCN1CCOCC1)c1cc(-c2ccc(F)cc2)on1	-4	-2	0.0	.	-4%	.	1%	-2%	6%
47	CCCOCn1cc(F)c(=O)[nH]c1=O	4	-1	-0.3	4	16%[57.1 µM]	-0.9	24%	-3%	-17%
48	Cc1cc(=O)oc2cc(OCC(=O)N3CCOCC3)c(Cl)cc12	2	.	.	.	315%[activator]	.	9%	7%	-15%
49	O=[N+]([O-])c1ccc(N/N=C/c2cccs2)nc1	5	.	.	.	-3%	.	9%	8%	4%
50	Cc1cc(C(F)F)n2ncc(C(=O)NCc3ccc(F)cc3)c2n1	-1	-2	-0.3	2	1%	0.2	10%	0%	-18%
51	Cc1ccc(OCc2nnc(SCC(=O)NCc3ccco3)n2C)cc1	0	-1	-0.4	-24	-7%	0.4	-3%	2%	-10%
52	O=C(Nc1ccc(NS(=O)(=O)c2ccccc2)cc1)c1ccc(Cl)cc1	-1	2	-0.2	-5	1%	0.2	19%	1%	1%

Five compounds out of the list, sorted by length of the SMILES, low to high.
#	SMILES	PI4K2A block	TRHR enhancer	TRHR agonist	D2 antagonist	TrxR1 substrate	D2 agonist	rTrxR1 inhibitor	IDH1 R132H inh	USP1-UAF1 inh
47	CCCOCn1cc(F)c(=O)[nH]c1=O	4	-1	-0.3	4	16%[57.1 µM]	-0.9	24%	-3%	-17%
39	CC(C)OC(=O)c1cc2ccccc2oc1=O	-2	.	.	.	22%	.	11%[57.1 µM]	3%	-12%
51	Cc1ccc(OCc2nnc(SCC(=O)NCc3ccco3)n2C)cc1	0	-1	-0.4	-24	-7%	0.4	-3%	2%	-10%
43	CC(=O)N/C(=N/c1nc(C)cc(C)n1)Nc1ccc(F)cc1F	1	-9	-0.2	-1	13%[57.1 µM]	0.3	22%[57.1 µM]	3%	-14%
52	O=C(Nc1ccc(NS(=O)(=O)c2ccccc2)cc1)c1ccc(Cl)cc1	-1	2	-0.2	-5	1%	0.2	19%	1%	1%

Screening data (PubChem BioAssay)
